CHO parental Ca = ATP-evoked calcium signal inhibitors, parental CHO, primary screen, counter-screen for OX1R antagonist project, cell-based, fluorescence, Fluo-8 calcium dye | parental CHO-K1, ATP-induced calcium, Fluo-8 fluorescence | inhibition, % at 5.6 µM | 330,000 compounds, 0.63% hits;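 active means inhibition above that plate's mean sample inhibition plus 3 SD, cut at about 26% in these data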;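 further: 0% = ATP-challenged DMSO wells and 100% = DMSO wells without ATP; some compounds past the cut are filed as inactive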
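Test system: untransfected parental CHO cell line. Compound: one dose, 5.6 µM nominal. Detection: intracellular calcium via Fluo-8 no-wash fluorescent dye. Measure: % inhibition. Benchmarks: ATP-challenged DMSO wells low, unchallenged DMSO wells high.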
OXTR potentiate = human OXTR potentiators, primary screen, fluorescence, CHO-OTR cells, Fluo-8 calcium; Oxytocin receptor (Homo sapiens), P30559; Fluo-8 calcium fluorescence, potentiator mode; 0% = oxytocin EC15, 100% = EC100; activation, % at 3 µM; 320,000 compounds, 0.061% hits;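 active means activation above that plate's cutoff, the mean activation of tested compounds plus 3 SD, cut at about 6.6% in these data, passing the limit was not always enough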;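 further: 100% uses oxytocin at 75 nM as the full agonist control; some results filed as inactive read as strong as hits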
Target sequence (P30559 whole entry, looked up): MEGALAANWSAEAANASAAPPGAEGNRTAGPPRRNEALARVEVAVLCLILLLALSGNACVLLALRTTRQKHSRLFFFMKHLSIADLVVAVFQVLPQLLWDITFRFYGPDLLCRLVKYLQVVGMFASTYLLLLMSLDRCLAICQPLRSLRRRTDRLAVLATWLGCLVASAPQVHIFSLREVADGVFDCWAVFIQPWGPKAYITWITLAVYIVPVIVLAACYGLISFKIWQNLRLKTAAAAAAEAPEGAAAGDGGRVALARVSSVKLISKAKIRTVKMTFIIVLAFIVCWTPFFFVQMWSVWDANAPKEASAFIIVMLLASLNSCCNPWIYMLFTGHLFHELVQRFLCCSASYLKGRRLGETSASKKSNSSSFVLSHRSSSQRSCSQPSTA
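System: human OTR in CHO cells; Also added: sub-maximal oxytocin, roughly EC15; Timing: compound 6 min at room temperature before oxytocin, 100 s read; Technique: Fluo-8 intracellular calcium fluorescence, ex 470-495, em 515-575 nm; Controls: oxytocin EC15 low and EC100 high; Replication: singlicate.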
TAAR1 antag = human TAAR1 antagonists, primary screen, Fluo-8 calcium fluorescence, CHO RD-HGA16 cells; inhibition, % at 3 µM; antagonist; AID 624466, 2012; Trace amine-associated receptor 1 (Homo sapiens), Q96RJ0; 360,000 compounds, 1.5% hits;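 active means inhibition above a per-plate cutoff, the mean inhibition of test compounds on that plate plus 3 SD, cut at about 49% in these data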;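 further: 0% = DMSO plus EC80 beta-PEA response and 100% = DMSO alone without agonist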
Target sequence (Q96RJ0 whole entry, looked up): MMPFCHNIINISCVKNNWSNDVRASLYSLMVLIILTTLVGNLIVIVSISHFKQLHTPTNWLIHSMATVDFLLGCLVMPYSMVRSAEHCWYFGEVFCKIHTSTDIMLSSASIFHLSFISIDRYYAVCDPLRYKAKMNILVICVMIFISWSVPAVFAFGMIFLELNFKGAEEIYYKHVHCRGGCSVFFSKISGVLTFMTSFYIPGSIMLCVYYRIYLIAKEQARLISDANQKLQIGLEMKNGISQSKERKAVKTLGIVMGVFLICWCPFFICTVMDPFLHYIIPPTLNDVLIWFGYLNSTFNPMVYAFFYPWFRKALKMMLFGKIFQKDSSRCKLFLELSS
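Test system – hTAAR1-expressing CHO RD-HGA16 cells, Gα16-coupled · Also added – β-PEA at EC80 concentration, post-compound challenge · Compound – 3 µM, single point · Incubation – dye loading 75 min at 37 °C, then 30 min room temperature · Measured by – Fluo-8 intracellular calcium dye fluorescence, real-time kinetic reads · Benchmarks – vehicle and agonist controls · Replicates – singlicate, one well per test compound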
TAAR1 agonist = human TAAR1 agonists, primary screen, Fluo-8 calcium fluorescence, CHO RD-HGA16 cells | Trace amine-associated receptor 1 (Homo sapiens), Q96RJ0 | vehicle wells 0%, saturating PEA agonist 100% | activation, % at 3 µM | 360,000 compounds, 0.99% hits;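 active means activation above the mean activation of all test compounds in the run plus 3 SD, cut at about 38% in these data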
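test system = CHO RD-HGA16 cells carrying human TAAR1 plus Gα16 | schedule = 17-24 h seeding, 75 min 37 °C dye, 30 min RT | compound dosing = 3 µM single concentration | control set = DMSO and PEA EC100 | replicates = n 1 | signal = Fluo-8 fluorescence, 5 s baseline then 140 s kinetic read | measure = percent activation vs PEA EC100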
CHO-K1 Ca ag = counter-screen for M1 agonists: effect in parental CHO-K1 cells; Fluo-8 calcium fluorescence; scaled to maximal ATP response, vehicle zero; activation, % at 3 µM; 360,000 compounds, 0.48% hits; AID 602248, 2012; in the data active means activation above about 15%;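 further: untransfected CHO-K1 host cells lacking M1 receptor as counterscreen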
CHO-K1 Ca antag = M1 antagonist counterscreen hit in parental CHO-K1 cells | ATP-induced calcium, Fluo-8 fluorescence | inhibition, % at 3 µM | 360,000 compounds, 0.6% hits | AID 602250;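 active means inhibition above a per-plate cutoff, the plate's mean sample inhibition plus 3 SD, cut at about 24% in these data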;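 further: 0% = DMSO plus EC80 ATP and 100% = DMSO alone without ATP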
M1 ag = human M1 muscarinic receptor agonists, primary screen, Fluo-8 calcium fluorescence, CHO-K1 cells, HTS; 360,000 compounds, 0.33% hits; CHO-K1 hM1, agonist mode; 0% DMSO, 100% acetylcholine EC100; Muscarinic acetylcholine receptor M1 (Homo sapiens), P11229; activation, % at 3 µM;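 active means activation above the run's mean compound activation plus 3 SD, cut at about 16% in these data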;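 further: peak over basal fluorescence ratio within a 140 s kinetic read after compound addition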
CHRM1 antagonist = human M1 muscarinic receptor antagonists, primary screen, CHO-K1 cells, Fluo-8 calcium fluorescence, 1536-well. 360,000 compounds, 1.3% hits. Muscarinic acetylcholine receptor M1 (Homo sapiens), P11229. AID 588852, 2011. CHO-K1 hM1, ACh EC80 antagonist. inhibition, % at 3 µM;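 active means percent inhibition above its own plate's cutoff, namely the mean of that plate's compound wells plus 3 SD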;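 further: peak over basal fluorescence ratio during 140 s after agonist addition; 0% = ACh EC80 plus DMSO and 100% = DMSO alone without agonist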
M1 PAM parental = nonselective calcium activators in parental CHO-K1 cells, primary screen, counter-screen for M1 PAM project, cell-based, Fluo-8 calcium fluorescence, full deck, 1536-well | ATP EC20; 0% at ATP EC20, 100% at ATP max | activation, % at 3 µM | 360,000 compounds, 0.02% hits | AID 602247, 2012;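 active means activation above the run cutoff, the mean activation of all test compounds plus 3 SD, cut at about 40% in these data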;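 further: peak over basal fluorescence ratio in a 140 s read after ATP addition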
An asterisk follows results filed as active; / = no result given.

Below each compound – CHO parental Ca	OXTR potentiate	TAAR1 antag	TAAR1 agonist	CHO-K1 Ca ag	CHO-K1 Ca antag	M1 ag	CHRM1 antagonist	M1 PAM parental
Nc1ccc2c(c1)oc1ccccc12
 : 4	-1	15	0	-0.1	-9	-6	-8	4
COc1cc([C@@H]2c3cc4c(cc3[C@@H](OC)[C@H]3COC(=O)[C@H]23)OCO4)cc(OC)c1O
 : -3	-1	-6	8	0.1	-12	0	0	14
CC(C)(C)n1cccc1/C=C1\C(=O)NC(=O)N(c2ccccc2)C1=O
 : -4	-7	-10	15	0.4	-6	-3	-1	24
CCC(=Nc1ccc(OC)cc1OC)c1c(O)n(C2CCCCC2)c(=O)[nH]c1=O
 : -14	-7	29	18	2.1	-1	-7	-5	14
O=c1[nH]c(=S)n(C2CC2)c(O)c1C=NCc1ccc(F)cc1
 : -6	0	-30	6	0.8	-12	0	-18	15
CC(C)NC(=O)Cn1cc(C(=O)c2ccccc2)c2ccccc21
 : /	/	-18	3	0.7	-11	3	-1	6
CCn1c(O)c(C=NCc2ccccc2)c(=O)[nH]c1=S
 : -6	-7	-10	1	0.4	8	-5	5	-6
CCN(CC)P(=O)(Oc1cccc(C)c1)N(CC)CC
 : -16	-9	-17	4	-0.4	-5	-2	-22	4
COc1ccc(CCNC(C)CCc2ccc(OC)cc2)cc1 (stereo not drawn)
 : -16	-5	-24	8	1.8	-16	-9	14	7
O=C(c1ccc(Cl)cc1)C1CCCN(Cc2cccc3cnccc23)C1 (stereo not drawn)
 : -6	-6	-10	-2	7.6	-8	-3	70*	16
CC(C)Nc1ccc(Nc2ccccc2)cc1
 : -17	-6	4	0	0.2	3	-8	53*	2
CC1(CCO)C(=O)NC(=S)NC1=O
 : /	/	-21	4	0.6	-10	-2	-13	15
CCC(=O)c1cn(Cc2ccc(C#N)cc2)c2ccccc12
 : -5	-3	7	6	1.1	-5	-1	-5	16
CCC(=O)Nc1ccccc1
 : -7	-4	-15	1	-0.2	2	-2	-16	5
CCCCCCOc1ccc(CN2CCN(CCO)CC2)cc1
 : -19	-5	-15	6	2.9	-10	-13	23	13
CCC(CO)(C(=O)OC1CC2CCC(C1)N2C)c1ccccc1 (stereo not drawn)
 : -5	-8	3	5	0.4	-9	-10	101*	20
O=c1ccc2cc(OC3O[C@H](CO)[C@@H](O)[C@H](O)[C@H]3O)c(O)cc2o1 (stereo partly drawn)
 : -2	-3	-10	2	-0.2	10	-1	-11	-7
COC(=O)C1=C(c2cccc(OCc3ccccc3)c2)C[C@@H]2CC[C@H]1N2C(=O)NCc1ccc(Cl)cc1
 : -7	-4	10	19	-0.3	6	-9	16	-6
CC1=CC(C)CC(C)OC(=O)CC(c2ccc(O)cc2)NC(=O)C(Cc2c(Br)[nH]c3ccccc23)N(C)C(=O)C(C)NC(=O)C(C)C1 (stereo not drawn)
 : /	/	1	1	2.1	-14	-2	-28	16
CCOP(=O)(C#Cc1ccccc1)C(O)c1ccc(Br)cc1 (stereo not drawn)
 : -29	-5	-12	5	4.5	3	-3	8	-11
Cc1ccc(S(=O)(=O)N2CCCC2c2cccnc2)cc1 (stereo not drawn)
 : -6	-6	-6	1	0.8	-6	-3	-16	12
COc1cc(CN=C(C)c2c(O)n(C)c(=O)n(C)c2=O)cc(OC)c1
 : -19	-2	-9	7	2.2	17	1	2	-23
N#Cc1ncc(N=Cc2ccc(N(CCCl)CCCl)cc2)s1
 : /	/	0	-1	-0.3	-1	-5	-10	4
NCC(O)c1cc(O)c(O)cc1F (stereo not drawn)
 : 30	-3	-4	7	-0.2	-3	3	-31	-4
CC(C)CCn1c(N)c(C(=O)OCC2CCCO2)c2nc3ccccc3nc21 (stereo not drawn)
 : 4	-28	8	6	2.1	11	-2	6	-4
C#C[C@]1(O)CCC2C3CCC4=C/C(=N/OCC(=O)NC(C)C(=O)NC(CCSC)C(=O)O)CC[C@]4(C)C3CC[C@@]21C (stereo partly drawn)
 : -5	-17	-19	1	0.5	-12	-6	-4	2
CCCCNC(=S)N1CCn2cccc2C1c1cccnc1 (stereo not drawn)
 : -21	-3	-30	4	0.7	-9	-6	0	8
CN1CN=C(N[N+](=O)[O-])N(Cc2ccco2)C1
 : -3	-7	6	0	0.6	-9	-2	6	23
COCCCNP1(=O)OCC(C)([N+](=O)[O-])CO1 (stereo not drawn)
 : /	/	-4	1	0.3	-2	-3	-17	6
COC1CCCCC1NCCc1ccccc1 (stereo not drawn)
 : -18	-2	-22	38*	0.1	-5	-7	-3	-8

Exported as labelled records: two of the compounds above.
COc1ccc(CCNC(C)CCc2ccc(OC)cc2)cc1 (stereo not drawn)
  CHO parental Ca: -16; OXTR potentiate: -5; TAAR1 antag: -24; TAAR1 agonist: 8; CHO-K1 Ca ag: 1.8; CHO-K1 Ca antag: -16; M1 ag: -9; CHRM1 antagonist: 14; M1 PAM parental: 7

O=C(c1ccc(Cl)cc1)C1CCCN(Cc2cccc3cnccc23)C1 (stereo not drawn)
  CHO parental Ca: -6; OXTR potentiate: -6; TAAR1 antag: -10; TAAR1 agonist: -2; CHO-K1 Ca ag: 7.6; CHO-K1 Ca antag: -8; M1 ag: -3; CHRM1 antagonist: 70*; M1 PAM parental: 16

(continued)
Below each compound – CHO parental Ca	OXTR potentiate	TAAR1 antag	TAAR1 agonist	CHO-K1 Ca ag	CHO-K1 Ca antag	M1 ag	CHRM1 antagonist	M1 PAM parental
O=c1[nH]c(=S)n(-c2ccccc2Cl)c(O)c1C=NCCN1CCNCC1
 : /	/	-11	2	2.5	-9	39*	26	5
Cc1nc2ccccn2c1P(=S)(c1ccccc1)c1ccccc1
 : /	/	17	7	0.3	-2	-9	-6	0
O=C(C(=O)N1CCOCC1)c1cn(Cc2ccccc2Cl)c2ccccc12
 : -5	-8	-3	3	0.2	-5	-1	-3	-8
CC(=O)N1N=C2C3CCN(CC3)C2C1c1ccc(C)cc1 (stereo not drawn)
 : 10	-4	-7	1	0.9	-10	-2	-11	24
CCCC1(CCC)C(=O)NC(=Nc2ccccc2)NC1=O
 : -8	0	-5	1	2.1	-4	6	-14	8
O=Cc1c(C(=O)O)n(Cc2ccccc2Cl)c2ccccc12
 : -3	-3	-17	3	0.1	-4	-3	-1	-14
COc1cccc(C(=O)N2C[C@H]3C[C@@H](C2)c2cccc(=O)n2C3)c1
 : -6	-5	6	1	0.7	-2	-5	-18	21
Cc1ccc(C2(O)CC(C)N(C)CC2C)cc1 (stereo not drawn)
 : -7	-9	6	2	0.8	-15	-4	-24	23
O=C(C(=O)N1CCOCC1)c1cn(CCCOc2ccccc2)c2ccccc12
 : -24	-9	-23	4	4.1	-4	-5	6	3
CCn1c(O)c(C=Nc2ccc(N3CCOCC3)cc2)c(=O)n(CC)c1=S
 : 11	-17	24	18	2.9	-14	-1	0	16
CC1=[N+]([O-])C2(N)CCc3nonc3C2(O)C1 (stereo not drawn)
 : 8	-15	-7	2	-0.1	-15	-2	-5	8
CCCNC(=O)N1C2CCC1CC(O)(c1cccnc1)C2 (stereo not drawn)
 : 4	-10	0	4	-0.6	9	-1	16	-2
COC(=O)C1=C(c2cccc(OCc3ccccc3)c2)C[C@@H]2CC[C@H]1N2C(=O)NCCCOC(C)C
 : -30	-5	-21	8	-0.5	-17	-10	-6	20
CCCCCn1c(=O)c(C(=O)Nc2ccccc2C)c(O)c2ccccc21
 : -10	-6	14	3	0.0	6	3	-20	-15
NS(=O)(=O)OC(CCc1ccccc1)C(Cl)(Cl)Cl (stereo not drawn)
 : -2	-1	10	13	-0.3	-4	-5	-7	15
CCC(C)NC(=O)CN1C(=O)CN=C(c2ccccc2)c2ccccc21 (stereo not drawn)
 : -15	-4	-7	4	-0.1	4	-5	-6	1
CCOc1ccc(-n2c(O)c(N=Nc3c(C)n(C)n(-c4ccccc4)c3=O)c(=O)[nH]c2=O)cc1
 : 6	-8	-30	0	0.9	-7	-4	-17	13
Cc1nc2cc(C(F)(F)F)ccc2n1C1CCN(Cc2nnnn2Cc2ccc3c(c2)OCO3)CC1
 : 28	-22	46	28	1.8	-2	0	-12	13
Cc1ccccc1-n1c(O)c(/C=N/NC(=O)c2ccncc2)c(=O)[nH]c1=O
 : -6	-7	-3	1	3.5	-6	-2	5	5
O=C(CN1CC=C(c2ccccc2)CC1)NC(=O)NCc1ccco1
 : -2	-19	-7	6	-0.1	2	-6	3	3
Cc1cc(OCC(=O)NCc2cccnc2)c2c3c(c(=O)oc2c1)CCCC3
 : -1	-4	-15	-1	-0.1	12	-14	-9	-11
CN1CCc2nc(SCC(=O)OC(C)(C)C)c(C#N)cc2C1
 : -25	-12	-1	5	0.2	-10	-7	-2	15
N#CCCn1cc(C(=O)NCc2ccccc2)c(-c2ccccc2)n1
 : -9	-13	-11	1	0.4	-14	-4	-13	1
CCOP(=O)(OCC)C(NC(=O)c1ccc(C)cc1)=C(Cl)Cl
 : -3	0	-3	-2	1.3	-16	-8	-7	35
COC(=O)C1=C(c2ccc(OCc3ccccc3)cc2)C[C@@H]2CC[C@H]1N2C(=O)NCCCc1ccccc1
 : -20	-3	9	10	0.8	-3	-1	1	-12
Fc1ccc(NC2=NCCS2)cc1Cl
 : -26	-18	-2	1	0.4	-10	-5	18	4
Cc1ccc(S(=O)(=O)Oc2ccccc2C=C2C(=O)N(C)C(=O)N(C)C2=O)cc1
 : -2	-6	-21	0	-0.2	1	-4	-1	10
Cc1sc2ncn(CC(=O)NCC(=O)N3CCC4(CC3)OCCO4)c(=O)c2c1C
 : -25	-4	3	2	0.5	-9	-2	-27	23
Nc1c([N+](=O)[O-])cc(F)c(N2CCNCC2)c1Br
 : -6	-7	-1	10	1.3	-16	-7	3	15
c1ccc2c(CN3CCN(C4CCCCC4)CC3)c[nH]c2c1
 : -25	-5	10	8	0.6	-6	-4	13	17
COC(=O)C1=C(c2ccc3ccccc3c2)C[C@@H]2CC[C@H]1N2C(=O)N1CCCCC1
 : -22	-5	19	17	-0.7	-13	-4	2	18
COc1cc(N2CCOCC2)ccc1C=C1C(=O)NC(=O)NC1=O
 : -2	-5	-2	2	1.1	-12	-7	-7	31

A portion of the library, so the mix of outcomes need not match the whole.
